Yeast eIF2B: eIF2B (yeast) activity modulation; AID 688; S. cerevisiae eIF2B-epsilon R284H, GCN4-lacZ luminescence; 0.91% of 27,000 active; inhibition, % at 25 µM (by protocol);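 active = mutant luminescence inhibited past about 50% while wild type luminescence and mutant growth stay under set limits, limit read from the data; inconclusive = mutant versus wild type luminescence inhibition gap past a set limit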; note: some compounds called inactive have numbers as strong as hits
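material = yeast eIF2B-epsilon R284H mutant carrying GCN4–beta-galactosidase fusion | schedule = 16 h growth with compound at 30 °C, 90 min Beta-Glo step | measured by = luminescence and A595 | compound dosing = one concentration, 25 µM, 0.25% DMSO | read-out basis = % inhibition of reporter signal and growth versus controls | buffer or medium = YPD medium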
Yeast tox: Inhibitors of S. cerevisiae growth, toxicity; S. cerevisiae wild-type growth, A595 turbidity, 16 h; growth inhibition, % at 25 µM (by protocol); 0.3% of 30,000 active; AID 685;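 active = mutant and wild-type yeast strains alike exhibit over 30% growth inhibition; inconclusive = a strain exceeds 50% while the second remains under 30%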;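 note: 0% = untreated cell controls and 100% = YPD media blanks without cells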
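system = S. cerevisiae wild-type or eIF2Bepsilon-R284H mutant strain | buffer or medium = YPD medium | dosing = one dose, 25 µM compound, 0.2% DMSO | schedule = 16 h at 30 °C | measured by = A595 turbidity | evaluation = growth inhibition (%) versus cell controls and blanks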
Yeast tox inhibition %: further read-out of Yeast tox, marked with its call; growth inhibition, %; S. cerevisiae eIF2Bepsilon-R284H mutant growth, A595 turbidity, 16 h;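 each compound tested once at 25 µM; 0% equals untreated cells and 100% equals cell-free medium blanks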
Yeast eIF2B mutant toxicity: also measured in Yeast eIF2B; calls as there; growth inhibition, %; measured here: mutant yeast growth, toxicity;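 each compound tested once at 25 µM; zero equals untreated control growth and 100 equals blank medium absorbance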
The depositor's hits bear a star. This is a subset; count on the stated rates, not on these rows.

The opening 8 entries (preview)
For Cc1cc(C)c(C)c(C(=O)CSc2nnc(-c3ccc4[nH]c(C)c(C)c4c3)o2)c1C the results were Yeast eIF2B 8, Yeast tox -17, Yeast tox inhibition % -19 and Yeast eIF2B mutant toxicity -19.
O=C(Cn1nc(C(F)(F)F)c2c1CCCCC2)N1CCOCC1 was read as Yeast eIF2B 8, Yeast tox 10 and Yeast tox inhibition % 0.
O=C(O)CCc1ccc(-c2ccccc2)n1NC(=O)c1sc2ccccc2c1Cl was read as Yeast tox 18 and Yeast tox inhibition % 8.
COC(=O)Cc1cnc(NC(=O)C2C3CCC(C3)C2C(=O)O)s1 (stereo unspecified) was read as Yeast eIF2B 25, Yeast tox 6, Yeast tox inhibition % -5 and Yeast eIF2B mutant toxicity -5.
For Oc1c(Cl)cc(Cl)cc1/C=N/c1nccs1 the results were Yeast eIF2B -2, Yeast tox 14 and Yeast tox inhibition % 0.
COc1cc(NC(=O)c2ccc(Br)o2)ccc1NC(=O)c1ccccc1Cl was read as Yeast eIF2B 32, Yeast tox -4, Yeast tox inhibition % 13 and Yeast eIF2B mutant toxicity 13.
Screening CCOC(=O)c1c(-c2cccs2)csc1NC(C)=O returned Yeast eIF2B 28, Yeast tox 28, Yeast tox inhibition % 9 and Yeast eIF2B mutant toxicity 9.
For COc1ccc(C2CC(=O)C=C(NC3CCCC3)C2)cc1 (stereo unspecified) the results were Yeast eIF2B 34, Yeast tox 7, Yeast tox inhibition % 12 and Yeast eIF2B mutant toxicity 12.

Main list, from the start:
For Cc1cc(C)c(C)c(C(=O)CSc2nnc(-c3ccc4[nH]c(C)c(C)c4c3)o2)c1C the results were Yeast eIF2B 8, Yeast tox -17, Yeast tox inhibition % -19 and Yeast eIF2B mutant toxicity -19.
O=C(Cn1nc(C(F)(F)F)c2c1CCCCC2)N1CCOCC1 was read as Yeast eIF2B 8, Yeast tox 10 and Yeast tox inhibition % 0.
O=C(O)CCc1ccc(-c2ccccc2)n1NC(=O)c1sc2ccccc2c1Cl was read as Yeast tox 18 and Yeast tox inhibition % 8.
COC(=O)Cc1cnc(NC(=O)C2C3CCC(C3)C2C(=O)O)s1 (stereo unspecified) was read as Yeast eIF2B 25, Yeast tox 6, Yeast tox inhibition % -5 and Yeast eIF2B mutant toxicity -5.
For Oc1c(Cl)cc(Cl)cc1/C=N/c1nccs1 the results were Yeast eIF2B -2, Yeast tox 14 and Yeast tox inhibition % 0.
COc1cc(NC(=O)c2ccc(Br)o2)ccc1NC(=O)c1ccccc1Cl was read as Yeast eIF2B 32, Yeast tox -4, Yeast tox inhibition % 13 and Yeast eIF2B mutant toxicity 13.
Screening CCOC(=O)c1c(-c2cccs2)csc1NC(C)=O returned Yeast eIF2B 28, Yeast tox 28, Yeast tox inhibition % 9 and Yeast eIF2B mutant toxicity 9.
For COc1ccc(C2CC(=O)C=C(NC3CCCC3)C2)cc1 (stereo unspecified) the results were Yeast eIF2B 34, Yeast tox 7, Yeast tox inhibition % 12 and Yeast eIF2B mutant toxicity 12.
`COC(=O)Cc1cc(=O)n2[nH]c(SC)nc2n1` gave Yeast eIF2B 14, Yeast tox 4, Yeast tox inhibition % 22 and Yeast eIF2B mutant toxicity 22.
CC(C)OCCCNC(=O)C1CCC(=O)N1C1CCCC1 (stereo unspecified) was read as Yeast tox 17 and Yeast tox inhibition % 11.
Cc1ccc(CNc2cc(-c3nn4c(C)nnc4s3)ccc2C)s1 was read as Yeast eIF2B -18, Yeast tox -16, Yeast tox inhibition % -2 and Yeast eIF2B mutant toxicity -2.
Screening CCc1ccc2c(c1)CCCN2C(=O)c1ccccc1C(=O)O returned Yeast eIF2B 20, Yeast tox -4, Yeast tox inhibition % -4 and Yeast eIF2B mutant toxicity -4.
CCOC(=O)c1oc2ccccc2c1NC(=O)c1cc(OC)cc(OC)c1 was read as Yeast eIF2B 18, Yeast tox 5, Yeast tox inhibition % 5 and Yeast eIF2B mutant toxicity 5.
`N#CCSc1nc2c(cc1C#N)CCCC2` gave Yeast eIF2B 40, Yeast tox inconclusive and Yeast eIF2B mutant toxicity 59.
CCOc1ccc(CN(CCO)CCO)cc1C(=O)OC was read as Yeast eIF2B 28, Yeast tox -2, Yeast tox inhibition % -26 and Yeast eIF2B mutant toxicity -26.
For Cc1ccc(-c2nn(CC(=O)NC(C)c3ccccc3)c(=O)c3ccccc23)cc1 (stereo unspecified) the results were Yeast eIF2B 12, Yeast tox 28 and Yeast tox inhibition % 0.
COC(=O)c1c(NC(=O)c2ccoc2C)sc2c1CCC2 was read as Yeast eIF2B 28, Yeast tox 23, Yeast tox inhibition % -9 and Yeast eIF2B mutant toxicity -9.
`COc1cccc(-c2nn(C)c3sc(C(=O)NCc4ccc(C)cc4)cc23)c1` gave Yeast eIF2B 9, Yeast tox 8, Yeast tox inhibition % -3 and Yeast eIF2B mutant toxicity -3.
COc1cc([C@H]2[C@@H]3CCCC[C@]3(O)CCN2CC(=O)Nc2ccc(C)cc2)ccc1O was read as Yeast eIF2B 28, Yeast tox -5, Yeast tox inhibition % -32 and Yeast eIF2B mutant toxicity -32.
`Cn1ccnc1Sc1nc2ccccc2nc1NS(=O)(=O)c1ccccc1` gave Yeast eIF2B 29, Yeast tox -6, Yeast tox inhibition % -3 and Yeast eIF2B mutant toxicity -3.
Screening O=S(Cc1ccc(Cl)cc1)CC(O)COc1ccc(Cl)cc1 (stereo unspecified) returned Yeast eIF2B 24, Yeast tox 16, Yeast tox inhibition % -14 and Yeast eIF2B mutant toxicity -14.
`CCOC(=O)c1ccc(-n2c(C)nc3c(cnn3-c3ccccc3Cl)c2=O)cc1` gave Yeast tox 6 and Yeast tox inhibition % 2.
CCOCCCNc1ccc(-c2ccccc2)nn1 was read as Yeast eIF2B 49, Yeast tox 2 and Yeast tox inhibition % 0.
`COCCn1c(-c2ccc(OC)c(OC)c2)nc2ccccc21` gave Yeast eIF2B -7.
For CCOc1ccc(S(=O)(=O)Nc2nc3ccccc3nc2N2CCN(C)CC2)cc1 the results were Yeast eIF2B 21, Yeast tox 17, Yeast tox inhibition % 24 and Yeast eIF2B mutant toxicity 24.
`COc1ccc(-c2c[n+]3c4n2CCCCC4=C(c2ccccc2)C3)cc1` gave Yeast eIF2B 26, Yeast tox 21, Yeast tox inhibition % -5 and Yeast eIF2B mutant toxicity -5.
CCC/C(=N/Nc1ccc(Cl)cc1)c1cnnc(-c2ccccc2)n1 was read as Yeast eIF2B 34, Yeast tox -29, Yeast tox inhibition % -21 and Yeast eIF2B mutant toxicity -21.
Clc1ccc(-c2noc(CSc3nnc(-c4ccncc4)n3-c3ccccc3)n2)cc1 was read as Yeast tox 14 and Yeast tox inhibition % -1.
`CCOc1ccc(NC(=O)CCn2cccc2)cc1` gave Yeast eIF2B -26, Yeast tox -30 and Yeast tox inhibition % 0.
`CCCCN(CCCC)C(=O)c1ccccc1NC(=O)CN1C(=O)c2ccccc2C1=O` gave Yeast eIF2B 14, Yeast tox 6, Yeast tox inhibition % 2 and Yeast eIF2B mutant toxicity 2.
`CCCC(C)NC(=O)C1CCN(S(=O)(=O)c2ccccc2)CC1` (stereo unspecified) gave Yeast tox 7 and Yeast tox inhibition % 5.
For O=C(CSc1nnc(-c2ccccc2Cl)o1)Nc1ccc2c(c1)OCCO2 the results were Yeast eIF2B 21, Yeast tox -22, Yeast tox inhibition % -11 and Yeast eIF2B mutant toxicity -11.
Screening C=CCn1c(CSc2nc3ccccc3s2)nnc1SCC(=O)NCc1ccccc1 returned Yeast eIF2B 12, Yeast tox -1, Yeast tox inhibition % 6 and Yeast eIF2B mutant toxicity 6.
`COc1ccc(/C=N/n2cc(-c3ccccc3)nc2N)cc1` gave Yeast eIF2B 25, Yeast tox 12, Yeast tox inhibition % 7 and Yeast eIF2B mutant toxicity 7.
`CC(NC(=O)N(Cc1ccccc1)Cc1ccc2c(c1)OCO2)(C(F)(F)F)C(F)(F)F` gave Yeast eIF2B -26, Yeast tox -6, Yeast tox inhibition % -10 and Yeast eIF2B mutant toxicity -10.
For Cc1ccc(-c2nn[nH]n2)o1 the results were Yeast eIF2B -24, Yeast tox -7, Yeast tox inhibition % 17 and Yeast eIF2B mutant toxicity 17.
Cc1onc(-c2c(Cl)cccc2Cl)c1C(=O)N1CCCc2ccccc21 was read as Yeast eIF2B 16, Yeast tox 9, Yeast tox inhibition % 6 and Yeast eIF2B mutant toxicity 6.
`O=C(Nc1cccc(F)c1)c1cccnc1N1CCOCC1` gave Yeast eIF2B -1, Yeast tox -6, Yeast tox inhibition % -4 and Yeast eIF2B mutant toxicity -4.
`O=C(Cc1ccccc1)N1CCN(C(=O)c2ccco2)CC1` gave Yeast eIF2B -29, Yeast tox 15, Yeast tox inhibition % -3 and Yeast eIF2B mutant toxicity -3.
CCN(Cc1ccccc1)C(c1cc2cc(C)ccc2[nH]c1=O)c1nnnn1CCOC (stereo unspecified) was read as Yeast eIF2B 32.
Screening C=CCn1c(SCC(=O)Nc2cccc(C)c2)nnc1-c1cnccn1 returned Yeast eIF2B -5, Yeast tox -12, Yeast tox inhibition % -18 and Yeast eIF2B mutant toxicity -18.
`COc1ccc(/C=N/n2c(C)nnc2C)c(OC)c1` gave Yeast eIF2B 36, Yeast tox -1, Yeast tox inhibition % 4 and Yeast eIF2B mutant toxicity 4.
Screening COc1cc(NC(=O)c2ccc3c(c2)OCO3)ccc1NC(=O)c1ccco1 returned Yeast eIF2B 12, Yeast tox -54, Yeast tox inhibition % -35 and Yeast eIF2B mutant toxicity -35.
`O=C(c1ccccc1)c1ccccc1C(=O)N1CCCC1` gave Yeast eIF2B 12, Yeast tox -8, Yeast tox inhibition % 10 and Yeast eIF2B mutant toxicity 10.
`CCN(CC)S(=O)(=O)c1cccc(C(=O)Nc2cc(C)cc(C)c2)c1` gave Yeast eIF2B -10, Yeast tox -7, Yeast tox inhibition % -5 and Yeast eIF2B mutant toxicity -5.
Cc1ccccc1C(=O)c1cccn1CC(=O)NCCN1CCN(c2cccc(C)c2C)CC1 was read as Yeast eIF2B 44, Yeast tox 11, Yeast tox inhibition % 2 and Yeast eIF2B mutant toxicity 2.
`CCOc1nc(Nc2ccc(OC)cc2)nc(OCC)n1` gave Yeast eIF2B 17, Yeast tox 16, Yeast tox inhibition % 19 and Yeast eIF2B mutant toxicity 19.
`O=C(CN1C(=O)C2C3C=CC(C3)C2C1=O)NCCc1ccccc1` (stereo unspecified) gave Yeast eIF2B 21, Yeast tox 3, Yeast tox inhibition % -6 and Yeast eIF2B mutant toxicity -6.
CCOC(=O)Cn1c2[n+](c3ccccc31)CC(O)CS2 (stereo unspecified) was read as Yeast eIF2B 14, Yeast tox 10, Yeast tox inhibition % 8 and Yeast eIF2B mutant toxicity 8.
Screening COc1ccc(NC(=O)CN(C)S(=O)(=O)c2cccs2)cc1 returned Yeast eIF2B 19, Yeast tox 8, Yeast tox inhibition % 17 and Yeast eIF2B mutant toxicity 17.
`COCCCn1c(SCC(=O)NC2CCCCC2)nnc1-c1ccncc1` gave Yeast eIF2B 20, Yeast tox 14, Yeast tox inhibition % -10 and Yeast eIF2B mutant toxicity -10.
For COc1ccc(NC(=O)c2cc(-c3cc(C)ccc3O)n[nH]2)cc1Cl the results were Yeast eIF2B 11.
`Cc1cc(C)n(C(=O)CCNC(=O)c2ccccc2Cl)n1` gave Yeast eIF2B -1.
Screening COc1ccc(NC(=O)C2CCN(S(=O)(=O)c3ccc(OC)c(OC)c3)CC2)cc1 returned Yeast eIF2B 11, Yeast tox 8, Yeast tox inhibition % 7 and Yeast eIF2B mutant toxicity 7.
Screening Cc1cc(NCCCN2CCOCC2)n2ncc(-c3ccccc3)c2n1 returned Yeast eIF2B -6, Yeast tox 10, Yeast tox inhibition % 30 and Yeast eIF2B mutant toxicity 30.
`Cc1cn(C(=O)C(C)N2C(=O)c3ccccc3C2=O)c(C)n1` (stereo unspecified) gave Yeast tox 22 and Yeast tox inhibition % -8.
`O=S(=O)(Nc1cccnc1)c1ccc(Cl)cc1` gave Yeast eIF2B 19, Yeast tox 26 and Yeast tox inhibition % 0.
O=C(Cn1cnc2sc(-c3ccccc3)cc2c1=O)NCc1ccco1 was read as Yeast eIF2B -1, Yeast tox -11, Yeast tox inhibition % -4 and Yeast eIF2B mutant toxicity -4.
`COc1ccc(NC(=O)CNc2cccc(C#N)c2)cc1Cl` gave Yeast eIF2B 19, Yeast tox 15, Yeast tox inhibition % 9 and Yeast eIF2B mutant toxicity 9.
For COc1ccccc1-n1nnnc1S(=O)(=O)Cc1ccc(Cl)cc1 the results were Yeast eIF2B 25, Yeast tox 2, Yeast tox inhibition % -21 and Yeast eIF2B mutant toxicity -21.
Screening COC(=O)[C@H](CCSC)NC(=O)NCCc1ccc(F)cc1 returned Yeast eIF2B -4, Yeast tox 3, Yeast tox inhibition % 11 and Yeast eIF2B mutant toxicity 11.
CCn1nnnc1SCC(=O)c1ccc2c(c1)OCCO2 was read as Yeast eIF2B -7, Yeast tox 33, Yeast tox inhibition % -10 and Yeast eIF2B mutant toxicity -10.

From PubChem
